# Source: PubChem BioAssay
# GALK inh = inhibitors of human galactokinase; P51570; Purified GALK, Kinase-Glo residual ATP luminescence; Potency, µM (series often up to 57.5 µM), for inactives: top-dose activity change, negative = inhibition, actives largely listed as inhibitors; actives 0.007% (n = 270,000); AID 1868; further: potency means the concentration at half of the fitted maximal effect; on the % scale 0 is the no-effect control and ±100 the full control effect
# Target sequence (P51570 whole entry, looked up): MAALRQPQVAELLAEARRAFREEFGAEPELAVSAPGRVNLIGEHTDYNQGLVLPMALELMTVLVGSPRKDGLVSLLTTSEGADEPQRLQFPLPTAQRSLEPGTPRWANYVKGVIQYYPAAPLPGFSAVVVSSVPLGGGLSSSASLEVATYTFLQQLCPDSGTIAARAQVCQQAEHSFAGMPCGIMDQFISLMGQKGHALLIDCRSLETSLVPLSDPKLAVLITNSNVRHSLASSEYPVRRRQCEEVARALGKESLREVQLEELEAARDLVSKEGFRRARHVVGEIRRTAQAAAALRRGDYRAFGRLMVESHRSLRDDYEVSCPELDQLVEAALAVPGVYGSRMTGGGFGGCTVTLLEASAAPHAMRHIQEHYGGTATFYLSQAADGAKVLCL
#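 The enzyme phosphorylates galactose (100 uM) using ATP (35 uM); inhibition is detected as higher residual ATP, quantified by bioluminescence after 1 h reaction at room temperature, pH 8.0.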
# TSG101-PTAP inh = blocks PTAP/TSG101 interaction to inhibit HIV-1 budding; Q99816; Fluorescence polarization, FITC-PTAP peptide / Tsg101 binding; Potency, µM (top dose mostly 115 µM), inactives show at the top dose activity change, negative = inhibition, usual class: inhibitors; 340,000 tested, under 10 active; AID 493005; active means well fitted inhibition curve with a large enough effect in the main read-out, with a control signal flat, not every such curve was filed as active; inconclusive means small, poorly fitted or top-dose-only effect, or effect the other way, or a change in a side signal; inactive means no such curve, though single readings can be large or run the other way; further: potency means the concentration at half of the fitted maximal effect; % of control where 0% means no effect
#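 Compounds were pin-transferred onto Tsg101 binding domain (10 uM final) in HEPES pH 7.5 buffer, then FITC-PTAP peptide was added at 50 nM final. After 20 min at RT, polarization reported peptide displacement across a qHTS concentration series.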
# S-ASM inh = inhibitors of human secretory acid sphingomyelinase; AID 504937; placental ASM, HMU-PC fluorogenic substrate, 60 min; P17405; Potency, µM (highest dose often 57.5 µM), inactives show top-dose activity change, negative = inhibition, hits mostly inhibitors; actives 0.006% (n = 340,000); further: potency means the concentration at half of the fitted maximal effect
#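 qHTS format. ASM enzyme prepared from human placenta hydrolyses the fluorogenic substrate HMU-PC0 (9 uM final) over 60 min at 37 °C after a 10 min compound preincubation.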
# B2AR arrestin = beta2AR (human) beta-arrestin recruitment activity; Potency, µM (doses to about 46.1 µM), without a hit: at the highest dose activation, most hits filed as activators; P07550; actives 0.02% (n = 330,000); beta-arrestin recruitment to beta2AR, cell-based reporter;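 further: potency means the concentration at half of the fitted maximal effect; 0% = DMSO controls and full agonism = EC100 isoproterenol or metaproterenol; nearly all actives have a fitted effect of over 65% in size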
# Tb PFK block = blocks T. brucei phosphofructokinase | T. brucei PFK, ADP-Glo luminescence | Potency, µM (top dose mostly 57.5 µM), for inactives: top-dose activity, negative = inhibition, usual class: inhibitors | AID 485367 | actives 0.17% (n = 330,000);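 further: potency means the concentration at half of the fitted maximal effect; 0% = uninhibited 1x PFK enzyme wells and -100% = no-enzyme wells; nearly all actives have a fitted effect of over 60% in size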
# Target sequence (O15648 whole entry, looked up): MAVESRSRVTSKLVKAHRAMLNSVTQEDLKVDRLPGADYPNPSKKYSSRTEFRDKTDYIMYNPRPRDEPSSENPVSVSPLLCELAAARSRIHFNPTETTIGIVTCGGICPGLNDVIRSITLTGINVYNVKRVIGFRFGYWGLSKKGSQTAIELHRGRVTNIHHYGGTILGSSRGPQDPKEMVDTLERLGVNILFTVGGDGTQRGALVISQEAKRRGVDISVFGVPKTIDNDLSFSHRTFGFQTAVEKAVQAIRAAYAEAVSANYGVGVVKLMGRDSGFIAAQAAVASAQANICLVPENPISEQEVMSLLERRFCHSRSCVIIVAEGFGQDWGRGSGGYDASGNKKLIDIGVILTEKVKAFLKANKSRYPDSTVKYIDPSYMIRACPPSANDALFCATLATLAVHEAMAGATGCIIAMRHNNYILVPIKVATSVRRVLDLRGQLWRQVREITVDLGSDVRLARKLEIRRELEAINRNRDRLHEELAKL
#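 PFK 1.25 nM, F6P 0.5 mM, ATP 0.1 mM, 0.1 M TEA pH 8.0, 5 mM MgCl2, 0.01% Tween20, 0.1% BSA; 45 min RT. ADP-Glo readout. qHTS titration up to 57 uM; curves fitted, compounds curve-classed.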
# PKM2 act = increases activity of human pyruvate kinase M2. AID 1631. P14618. purified PKM2, Kinase-Glo ATP luminescence, activation; response scale: 0% is enzyme alone, no compound. actives 0.34% (n = 260,000). Potency, µM (top dose mostly 57.5 µM), without a hit: at the top dose activation, hits mostly activators; further: potency means the concentration at half of the fitted maximal effect; on the % scale 0 is the no-effect control and ±100 the full control effect; nearly all actives have a fitted effect of over 55% in size
#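 Purified hPK-M2 (>95%) run at intermediate activity with 0.1 mM ADP and 0.5 mM PEP in 50 mM imidazole pH 7.2, KCl, MgCl2; 1 h room temperature. ATP formed read by Kinase-Glo luminescence; normalized to uninhibited and no-enzyme controls.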
# Giardia kill = kills Giardia lamblia; Giardia lamblia trophozoite viability; actives 0.15% (n = 340,000); activity change, % at 7.66 µM, hits read low; in the data active means activity change below about -80%; inconclusive means between about -30% and that limit;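 further: parasites exposed to compound for two days anaerobically before the ATP read; on the % scale 0 is the no-effect control and ±100 the full control effect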
#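 Trophozoite viability was measured as ATP-dependent luminescence, read 15-30 min after reagent addition. Before that, parasites at 100 cells/well were exposed to compounds for 48 h, anaerobically, at 37 deg C.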
# Menin-MLL TR inh = displaces Texas Red mutant MLL peptide from human menin. actives 0.23% (n = 270,000). Potency, µM (titrated, usually from 61.6 µM), inactives show at the top dose FP activity change, negative = inhibition, most hits filed as inhibitors. Menin + Texas Red MLL mutant peptide, fluorescence polarization. AID 1768. O00255; active means well fitted inhibition curve with a large enough effect in the polarisation, with a control signal flat, not every such curve was filed as active; inconclusive means small, poorly fitted or top-dose-only effect, or effect the other way, or a change in a side signal; inactive means no such curve, though single readings can be large or run the other way; the % refers to the polarisation; further: potency means the concentration at half of the fitted maximal effect; % of control where 0% means no effect; many of its hits are not listed in these tables
# Integrin act MD = integrin-mediated muscular dystrophy alleviation activation | alpha7betagal myoblasts, beta-gal FDG fluorescence, 48 h | Potency, µM (top dose mostly 38.3 µM), inactives show at the top dose activation, actives largely listed as activators | actives 0.064% (n = 350,000) | AID 624291;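 further: potency means the concentration at half of the fitted maximal effect; 100% = response of the positive control SU9516; nearly all actives have a fitted effect of over 60% in size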
#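 Alpha7betagal+/- myoblasts (passage 13) were plated 16-24 hr, then exposed to compounds (1:260 dilution of DMSO stock) for 48 hours at 37C. After MPER lysis, β-galactosidase reporter activity was read as FDG fluorescence (ex 480/em 540) after 30 minutes.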
# Coupling enz = coupling enzyme interference in Giardia aldolase counter-screen; coupling enzyme system counterscreen, AmpLite Red fluorescence; activity change, negative = inhibition, % at 58.2 µM, hits read low; actives 0.67% (n = 290,000); AID 2472; in the data active means activity change below about -30%; further: on the % scale 0 is the no-effect control and ±100 the full control effect
#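 Fluorescence at 525 nm excitation and 598 nm emission measured inhibition of the coupled detection system without aldolase. Compounds (at 57.5 uM final) were preincubated 10 min at room temperature with coupling enzyme reagent before a 20 min substrate/AmpLite Red step.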
# BCR signal inh = chronic active BCR signaling inhibition; ABC-DLBCL IkBa-CBG/CBR reporter, luminescence ratio, 4 h; Potency, µM (series often up to 46.1 µM), without a hit: top-dose ratio change, negative = lower green/red ratio, usual class: inhibitors; actives 0.05% (n = 340,000); active means well fitted inhibition curve with a large enough effect in the signal ratio, with a control signal flat, not every such curve was filed as active; inconclusive means small, poorly fitted or top-dose-only effect, or effect the other way, or a change in a side signal; the % refers to the signal ratio;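 further: potency means the concentration at half of the fitted maximal effect; plate controls were basal doxycycline-induced cells for no effect and cells given 10 µM MG132 for full effect; MG132 reads +100%, hits lower the ratio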
#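 Doxycycline induced both beetle luciferases in TMD8 lymphoma cells; IKK-driven degradation limits the IkappaBalpha-fused green signal, while red luminescence normalises for cell number and nonspecific effects. Compounds tested up to 46 uM, 4 hrs.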
# * = called active by the depositor; ? = inconclusive; . = no result given; [ ] = another dose, or the depositor's remark. Unless noted, the call rests on the fitted dose curve; in most records, active means well fitted curve in the direction sought with a large enough effect; inconclusive means small, poorly fitted or top-dose-only effect, or another doubt; inactive means no such curve, though single readings can be large; an effect the other way counts as inactive or inconclusive. Only part of the results is shown, so the mix of outcomes need not match the whole.
nr	mol	GALK inh	TSG101-PTAP inh	S-ASM inh	B2AR arrestin	Tb PFK block	PKM2 act
1	Clc1cc(NCc2cccs2)ccc1N1CCOCC1	0%	-7%	-4%	-0.2%	-5%	-3%
2	S=C(NC12CC3CC(CC(C3)C1)C2)N1CCCC1	0%	-4%	0%	1.2%	-1%	0%
3	COc1ccc(CC(=O)NCC2CCCN(Cc3cc(OC)cc(OC)c3)C2)cc1 (stereo not drawn)	5%	-9%	4%	0.0%	-2%	2%
4	COc1ccc(OC)c(N(CC(=O)NCCSCc2ccc(C)cc2)S(C)(=O)=O)c1	3%	0%	-2%	-0.4%	-3%	-1%
5	COc1ccc(NC(=O)c2ccc3ccccc3c2)cc1NS(=O)(=O)c1ccc(F)cc1	1%	-3%	-17%	-0.4%	?	3%
6	CCOc1ccc(C2=CSC3=NCCN23)cc1[N+](=O)[O-]	-7%	-2%	4%	0.4%	4%	.
7	CCC(CC)C(=O)Nc1ccc(C)cc1O	-2%	-3%	1%	-1.3%	0%	-3%
8	Cc1c(C(=O)NC(C)c2ccccn2)oc2c(Cl)cccc12 (stereo not drawn)	.	-1%	-2%	-0.1%	-5%	.

nr	Giardia kill	Menin-MLL TR inh	Integrin act MD	Coupling enz	BCR signal inh
1	-7	0%	-7%	-22	3%
2	-10	-9%	-9%	-1	0%
3	5	0%	13%	2	1%
4	-1	-3%	-42%	6	-3%
5	9	?	11%	-1	1%
6	14	?	-15%	-13	?
7	-21	-7%	18%	-4	?
8	-3	.	20%	.	?

# (more compounds)
nr	mol	GALK inh	TSG101-PTAP inh	S-ASM inh	B2AR arrestin	Tb PFK block	PKM2 act
9	N#Cc1ccc(Cn2ccnc2C(=O)Nc2ccccc2)cc1	1%	-3%	-1%	0.2%	0%	-6%
10	CCOC(=O)c1cc(C(=O)OCC)c(=O)[nH]c1C	.	-1%	1%	-0.3%	2%	-19%
11	Cc1cccc(N2CCN(C(=O)CCC(=O)N3CC(C)Oc4ccc(C)cc43)CC2C)c1 (stereo not drawn)	.	3%	-1%	0.2%	3%	7%
12	COCCn1c(=S)[nH]c2sc3c(c2c1=O)CCC(C)C3 (stereo not drawn)	-1%	-2%	8%	0.0%	7%	2%
13	CC(NCc1ccc(S(N)(=O)=O)cc1)C(=O)Nc1cccc(Cl)c1 (stereo not drawn)	1%	-4%	2%	0.0%	3%	0%
14	Cc1ccc(C(=O)Nc2ccc(C(=O)N/N=C/c3ccccn3)cc2)cc1	7%	0%	-3%	-0.5%	4%	0%
15	C/C(=N\NC(=O)Cc1cccn1C)c1ccc([N+](=O)[O-])cc1	0%	1%	-5%	-0.3%	-7%	-2%
16	COC(=O)c1c(C)n(-c2ccccc2)c2ccc(O)cc12	-4%	-3%	14%	-0.9%	-8%	?

nr	Giardia kill	Menin-MLL TR inh	Integrin act MD	Coupling enz	BCR signal inh
9	11	9%	1%	-2	-16%
10	7	-5%	-17%	-2	5%
11	3	-10%	-10%	-1	3%
12	18	0%	10%	4	21%
13	-14	.	?	5	-1%
14	-19	?	-18%	0	0%
15	-1	.	-49%[inhibitor]	-1	-8%
16	3	.	4%	-17	2%

# (cont.)
nr	mol	GALK inh	TSG101-PTAP inh	S-ASM inh	B2AR arrestin	Tb PFK block	PKM2 act
17	O=C(NCCc1ccc(C(F)(F)F)cc1)C1CCC(=O)N(CCCc2ccccc2)C1 (stereo not drawn)	0%	-1%	-4%	0.0%	2%	6%[0.46 µM]
18	O=C(/C=C/c1ccccc1)N/C(=C/c1ccccc1)C(=O)Nc1ccccc1O	-1%	0%	-3%	0.0%	-4%[0.46 µM]	2%
19	O=C1CCN(c2ncccc2[N+](=O)[O-])CC1	6%	-2%	3%	-0.3%	-3%	1%
20	Cc1ccc(-n2nnnc2SCC(=O)NC2CCS(=O)(=O)C2)c(C)c1 (stereo not drawn)	.	-9%	0%	-0.3%	1%	.
21	Cc1cccc(NC(=O)CCS(=O)(=O)c2ccccc2)c1	1%	-1%	3%	-0.2%	-11%	.
22	CCC(Oc1ccccc1)C(=O)N(C)CC(=O)N(CC(C)C)c1c(N)n(CC(C)C)c(=O)[nH]c1=O (stereo not drawn)	.	-1%	1%	-0.1%	24%	.
23	Cc1nc2c3ccccc3nc(NNC(=O)CCC(=O)NCCN3CCN(c4ccccc4)CC3)n2n1	-1%	-2%	4%	0.0%	-1%	0%[0.46 µM]
24	COc1ccccc1NC(=S)N1CCC(NC(=O)C23CC4CC(CC(C4)C2)C3)CC1	3%	0%	-2%	-0.5%	-5%	0%

nr	Giardia kill	Menin-MLL TR inh	Integrin act MD	Coupling enz	BCR signal inh
17	-13	-4%	0%	0	?
18	18	?	2%	5	?
19	-22	-6%	3%	1	2%
20	-12	.	-29%	.	-4%
21	-8	13%	-19%	-2	6%
22	-3	.	6%	.	-1%
23	28	-12%	5%	1	15%
24	-17	-6%	13%	0	-27%

# More structures.
nr	mol	GALK inh	TSG101-PTAP inh	S-ASM inh	B2AR arrestin	Tb PFK block	PKM2 act
25	Cc1ccc(NC(=O)CN(C)C(=O)/C=C/c2cccs2)cc1	-1%	-2%	1%	-0.9%	-2%	1%
26	O=C(NC1CC(=O)N(c2ccc3c(c2)OCCO3)C1)N1CCC(O)CC1 (stereo not drawn)	.	0%	.	-0.4%	-1%	.
27	O=C(NC1CC1)C1=C[C@@H](c2c[nH]c3ccccc23)C[C@@H](OCc2ccc(CO)cc2)O1	-1%	-4%	14%	-0.2%	0%	1%
28	CCCCCn1c(CN2CCN(CCO)CC2)nc2c1c(=O)n(C)c(=O)n2C	2%	1%	2%	-0.1%	0%	-1%
29	CCCc1[nH][nH]c(=O)c1C(c1ccccc1)C(C#N)C#N (stereo not drawn)	-3%	-6%	0%	0.0%	-19%	0%
30	CCOC(=O)CSc1n[nH]c(NC(=O)CC)n1	0%	0%	5%	-0.9%	3%	5%
31	O=C(NCCCO)/C(=C\C=C\c1ccccc1)NC(=O)c1ccccc1Cl	2%	-4%	-3%	-0.6%	-1%	-4%
32	O=C(c1cnc(Cl)c(Cl)c1)N1CCN(S(=O)(=O)c2ccc3ccccc3c2)CC1	.	-7%	2%	-0.3%	-3%	.

nr	Giardia kill	Menin-MLL TR inh	Integrin act MD	Coupling enz	BCR signal inh
25	21	17%	0%	1	-7%
26	5	.	?	.	-6%
27	-9	.	6%	-1	-4%
28	-15	0%	-15%	0	-1%
29	2	16%	17%	0	3%
30	-27	12%	-2%	2	4%
31	14	-1%	4%	1	-16%
32	10	.	2%	.	?

# 3 compounds picked at random from those above:
nr	mol	GALK inh	TSG101-PTAP inh	S-ASM inh	B2AR arrestin	Tb PFK block	PKM2 act
31	O=C(NCCCO)/C(=C\C=C\c1ccccc1)NC(=O)c1ccccc1Cl	2%	-4%	-3%	-0.6%	-1%	-4%
30	CCOC(=O)CSc1n[nH]c(NC(=O)CC)n1	0%	0%	5%	-0.9%	3%	5%
28	CCCCCn1c(CN2CCN(CCO)CC2)nc2c1c(=O)n(C)c(=O)n2C	2%	1%	2%	-0.1%	0%	-1%

nr	Giardia kill	Menin-MLL TR inh	Integrin act MD	Coupling enz	BCR signal inh
31	14	-1%	4%	1	-16%
30	-27	12%	-2%	2	4%
28	-15	0%	-15%	0	-1%

# Other entries follow.
nr	mol	GALK inh	TSG101-PTAP inh	S-ASM inh	B2AR arrestin	Tb PFK block	PKM2 act
33	O=C(O)CSc1cc(NS(=O)(=O)c2ccc(Cl)cc2)c2ccccc2c1O	-12%	-7%	?	-0.7%	0%	.
34	O=C(CSc1nc2ccccc2c(=O)n1Cc1ccc(C(=O)NC2CC2)cc1)NCc1ccco1	-1%	1%	-4%	-0.4%	-2%	-7%
35	Cc1onc(-c2ccccc2)c1C(=O)Nc1sc2c(c1C(N)=O)CCC2	1%	-2%	-10%	-0.1%	5%	-1%
36	CN(C)CCCN(C(=O)COc1ccc(Cl)cc1)c1nc2ccc(F)cc2s1	1%	-1%	-6%	-0.6%	?	-1%
37	CN(C)CCCNc1ccc(-c2cc(Nc3cccc(Cl)c3)ncn2)cn1	4%	2%	-10%	-0.7%	-5%	-2%

nr	Giardia kill	Menin-MLL TR inh	Integrin act MD	Coupling enz	BCR signal inh
33	-19	?	-3%	-53*	?
34	6	?	11%	1	-13%
35	-4	?	-9%	-1	-9%
36	0	-12%	5%	-1	-16%
37	7	.	-2%	4	?
